TCR-CD3 inh: inhibitors of human TCR-CD3 interaction, primary screen, biochemical, fluorescence, TAMRA-labeled TCR probe; T-cell receptor (TCR); hit rate 0.37% among 360,000; inhibition, % at 9.4 µM; in the data active means inhibition above about 19%;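 further: recombinant mutant TCR 2C K166C tagged with TAMRA read by polarization; 0% = receptor in buffer alone and 100% = receptor with positive control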
MBD2 inh: inhibitors of MBD2 binding to methylated DNA, primary screen, biochemical, TR-FRET, DNA-binding domain, human; inhibition, % at 4.4 µM; hit rate 0.31% among 370,000; MBD2 binding to methylated oligonucleotide; Methyl-CpG-binding domain protein 2 (Homo sapiens), Q9UBB5; in the data active means inhibition above about 13%
Target sequence (Q9UBB5 whole entry, looked up, the tested form may be a part): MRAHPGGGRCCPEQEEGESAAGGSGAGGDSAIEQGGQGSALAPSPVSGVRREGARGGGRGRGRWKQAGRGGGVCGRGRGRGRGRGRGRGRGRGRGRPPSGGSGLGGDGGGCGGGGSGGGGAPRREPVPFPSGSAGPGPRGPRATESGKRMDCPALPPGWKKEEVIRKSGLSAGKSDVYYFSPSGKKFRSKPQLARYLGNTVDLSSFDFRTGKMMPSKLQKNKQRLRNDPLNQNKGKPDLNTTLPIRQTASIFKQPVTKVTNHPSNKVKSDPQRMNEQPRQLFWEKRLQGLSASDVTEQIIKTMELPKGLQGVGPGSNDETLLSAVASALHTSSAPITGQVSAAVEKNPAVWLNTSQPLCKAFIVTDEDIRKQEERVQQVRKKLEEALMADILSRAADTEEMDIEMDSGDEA
HTRA1 inh: HTRA1 serine protease inhibitors, primary screen, biochemical, fluorescence polarization, HTS. Q92743. recombinant HTRA1, FP-rhodamine activity-based probe. inhibition, % at 5.96 µM. hit rate 0.5% among 340,000; in the data active means inhibition above about 36%;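 further: 0% = enzyme with DMSO and 100% = wells lacking enzyme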
GC-B act: human GC-B receptor activators, primary screen, HEK293 GC-B cells, cGMP TR-FRET, EC30 CNP. 0% at EC30 CNP, 100% saturating CNP. activation, % at 10 µM. hit rate 0.11% among 370,000;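 active means activation at 10 µM reaching about 35% in either raw or pattern-adjusted values, limit read from the data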
SIAE inh: human SIAE inhibitors, primary screen, biochemical, fluorescence polarization, FP-Rh probe, 1536-well HTS | Sialate O-acetylesterase (Homo sapiens), Q9HAT2 | SIAE FP-Rh probe binding | inhibition, % at 9.66 µM | hit rate 0.69% among 370,000;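 active means inhibition above a cutoff: mean of compounds within the control limits plus 3 SD of those, cut at about 17% in these data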;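 further: 0% = plate median of compound wells and 100% = probe without SIAE protein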
Target sequence (Q9HAT2 whole entry, looked up): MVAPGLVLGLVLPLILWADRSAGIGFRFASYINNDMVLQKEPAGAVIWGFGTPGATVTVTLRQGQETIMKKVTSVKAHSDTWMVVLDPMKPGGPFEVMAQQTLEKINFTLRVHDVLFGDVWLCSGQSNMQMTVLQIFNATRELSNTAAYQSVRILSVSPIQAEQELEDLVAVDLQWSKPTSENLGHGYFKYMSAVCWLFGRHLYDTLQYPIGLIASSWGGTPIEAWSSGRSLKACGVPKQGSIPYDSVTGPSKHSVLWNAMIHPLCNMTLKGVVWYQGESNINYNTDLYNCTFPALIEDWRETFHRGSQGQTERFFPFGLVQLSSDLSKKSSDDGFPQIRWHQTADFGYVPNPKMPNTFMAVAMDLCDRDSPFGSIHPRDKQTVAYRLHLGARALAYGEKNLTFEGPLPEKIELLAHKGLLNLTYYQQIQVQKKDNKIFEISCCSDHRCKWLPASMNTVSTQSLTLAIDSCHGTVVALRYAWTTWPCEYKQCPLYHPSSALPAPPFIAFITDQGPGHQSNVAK
UHRF1 MBD2 ctr: UHRF1 methylated DNA binding inhibitors, primary screen, counter-screen for MBD2 inhibitor project, biochemical, TR-FRET, human UHRF1, single concentration; E3 ubiquitin-protein ligase UHRF1 (Homo sapiens), Q96T88; UHRF1 binding to methylated oligo; inhibition, % at 4.4 µM; hit rate 0.75% among 370,000; AID 687016, 2013; in the data active means inhibition above about 21%;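 further: UHRF1 SRA domain binding a hemimethylated CpG hairpin DNA probe; 0% = median of test compound wells and 100% = reference inhibitor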
GC-A act: GC-A stimulated cGMP production enhancers – HEK293 GC-A cells, cGMP TR-FRET, EC30 ANP, primary screen. Atrial natriuretic peptide receptor 1 (Homo sapiens), P16066. AID 1671463, 2021. hit rate 0.14% among 370,000. 0% at EC30 ANP, 100% saturating ANP. activation, % at 10 µM; in the data active means activation above about 40%
ABHD4 inh: ABHD4 inhibitors, primary screen, biochemical, fluorescence polarization, mouse; (Lyso)-N-acylphosphatidylethanolamine lipase (Mus musculus), Q8VD66; purified mABHD4, FP-Rh probe fluorescence polarization; inhibition, % at 8.92 µM; hit rate 0.54% among 370,000;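 active means inhibition exceeding the mean over every tested compound plus 3 SD, cut at about 30% in these data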;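 further: 0% = plate median of compound wells and 100% = S159A mutant with DMSO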
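Assay system: mouse ABHD4 enzyme, wild type / Also added: fluorescent activity-based probe FP-Rh / Doses: single nominal dose of 8.92 µM, 0.89% DMSO final / Timing: 45 min compound pre-incubation plus 60 min probe step, 25 °C / Signal: FP readout, ex 525 nm / em 598 nm / Control set: S159A mutant/DMSO as 100%, compound-well median as 0%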
rCAG binder: binders of r(CAG) RNA repeats, primary screen, biochemical, fluorescence. hit rate 1.3% among 370,000. r(CAG) RNA repeat, TO-PRO-1 dye displacement fluorescence. inhibition, % at 3 µM. AID 651821, 2012;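 active means inhibition above the plate cutoff, the mean of all test compounds on that plate plus 3 SD, cut at about 35% in these data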;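 further: 0% = DMSO alone and 100% = 100 µM mitoxantrone as full dye displacement; higher means more dye released from RNA so lower well fluorescence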
PRMT1 inh: PRMT1 methyltransferase inhibitors, primary screen, biochemical, fluorescence polarization; AID 652257, 2013; Protein arginine N-methyltransferase 1 (Homo sapiens), Q99873; hit rate 1.3% among 370,000; recombinant PRMT1, activity-based probe fluorescence polarization; inhibition, % at 2.79 µM;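 active means inhibition above about 21% made by adding two undisclosed values, limit read from the data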
* hit, by the source's call; . = no result given.

Molecule	TCR-CD3 inh	MBD2 inh	HTRA1 inh	GC-B act	SIAE inh	UHRF1 MBD2 ctr	GC-A act	ABHD4 inh	rCAG binder	PRMT1 inh
Cc1cc2ncc(C(N)=O)cn2n1	3	3	-3	-1	-1	3	-6	-3	2	3
Cc1cccc(C)c1NC(=O)CN(C)C(=O)c1cccc(S(=O)(=O)N2CCN(c3ccc(F)cc3)CC2)c1	-7	9	-2	-10	1	0	-2	-11	10	3
O=C(Nc1ccccc1C(=O)O)c1ncn[nH]1	-6	8	2	3	3	5	0	-3	2	-1
CCOC(=O)C(C)Sc1ncc(OC)c(=O)[nH]1 (stereo unspecified)	9	0	1	0	1	2	1	-9	-3	1
CCOC(=O)Cc1csc(NC(=O)c2ccc(Br)o2)n1	-5	-2	-1	5	-2	1	-4	0	-2	0
Cc1cc(=O)[nH]c(N/N=C/c2c(C)nn(-c3ccc(F)cc3)c2Cl)n1	0	-1	3	7	0	1	8	1	-1	2
CCOC(=O)c1nn(-c2cccc(C)c2)c2nnc(Cc3ccc(C)cc3)c(=O)n12	-4	0	-8	-2	2	2	0	-2	-6	4
Cc1ccc(C(=O)NCCSc2ccc(Cl)cc2)cc1S(=O)(=O)Nc1ccccc1	7	5	-74	7	-66	-4	-6	-82	6	0
O=C(Nc1ccc(Cl)cc1C(=O)c1ccccn1)c1ccccc1	5	2	-6	-5	-5	0	-3	-5	0	5
C=C(CC1([C@@H](NP(=O)(c2ccccc2)c2ccccc2)[C@H]2C[C@@H]2CCCC)CC1)c1ccccc1	-1	-4	-22	-6	-1	-1	-3	-5	3	1
O=C(CP(=O)(c1ccccc1)c1ccccc1)Nc1nc2ccccc2s1	-2	1	-4	2	-9	3	3	4	-5	0
CC(C)CCNC(=O)CN(C(=O)CCC(=O)Nc1ccccn1)c1ccc(F)c(Cl)c1	-4	-2	0	2	5	-1	-2	-1	-4	2
OCC(Cc1ccccc1)NCc1ccccc1C(F)(F)F (stereo unspecified)	1	0	-3	-1	8	4	-3	-12	-10	-1
COc1ccc(N2CCN(C(CNC(=O)COc3ccccc3)c3ccco3)CC2)cc1 (stereo unspecified)	-6	-1	-3	-2	5	0	0	3	-8	1
Cc1cc(=O)oc2cc(O)c(N=Nc3ccccc3)cc12	-1	-2	11	-6	-3	2	-2	3	-1	4

4 entries out of the list, sorted by formula weight, smallest number first.
Molecule	TCR-CD3 inh	MBD2 inh	HTRA1 inh	GC-B act	SIAE inh	UHRF1 MBD2 ctr	GC-A act	ABHD4 inh	rCAG binder	PRMT1 inh
O=C(Nc1ccccc1C(=O)O)c1ncn[nH]1	-6	8	2	3	3	5	0	-3	2	-1
CCOC(=O)Cc1csc(NC(=O)c2ccc(Br)o2)n1	-5	-2	-1	5	-2	1	-4	0	-2	0
O=C(CP(=O)(c1ccccc1)c1ccccc1)Nc1nc2ccccc2s1	-2	1	-4	2	-9	3	3	4	-5	0
CC(C)CCNC(=O)CN(C(=O)CCC(=O)Nc1ccccn1)c1ccc(F)c(Cl)c1	-4	-2	0	2	5	-1	-2	-1	-4	2

Next section:
Molecule	TCR-CD3 inh	MBD2 inh	HTRA1 inh	GC-B act	SIAE inh	UHRF1 MBD2 ctr	GC-A act	ABHD4 inh	rCAG binder	PRMT1 inh
O=C(CCc1ccc(S(=O)(=O)N2CCOCC2)cc1)NCCCN1CCCC1=O	10	0	-6	0	-6	-1	2	-6	-2	-1
CS(=O)(=O)N(Cc1ccc(C(=O)NN=C2CCCC2)cc1)c1ccccc1	0	1	-5	0	0	-1	2	-4	2	1
CC(C)c1cc(=O)[nH]c(N2CCN(Cc3ccc4c(c3)OCO4)CC2)n1	-2	1	-1	2	4	-3	-1	6	-8	1
CCOC(=O)N1CCN(C/C(C)=C/c2ccccc2)CC1	0	2	-2	1	8	0	1	12	-6	3
COc1ccccc1C(=O)Nc1ccc2c(C)cc(=O)oc2c1	-1	3	-1	-7	-5	0	-6	5	0	-2
CCc1ccc(S(=O)(=O)N2CCCC(N3CCN(c4ccc(OC)cc4)CC3)C2)cc1 (stereo unspecified)	9	4	-4	0	9	2	2	-7	-11	0
CCOC(=O)N1CCC(Nc2c(NCCCN3CCN(CC)CC3)c(=O)c2=O)CC1	-1	3	-1	-3	4	-1	-1	5	-5	0
CN(C)C(=O)c1c(NC(=O)c2ccccc2)sc2c1CCC2	-5	-7	0	-3	6	-3	-3	1	-5	2
Cc1ccc(CN2CN(S(=O)(=O)c3cccs3)c3nc4ccccc4nc32)cc1	3	-4	-7	3	-7	1	8	1	4	0
COc1ccc(CC(=O)Nc2cc(S(=O)(=O)N3CCCCC3)ccc2OC(C)C)cc1OC	5	-3	-8	5	-3	-1	3	4	1	-1
CS(=O)(=O)N(CC(=O)NCC1CCCO1)c1cccc([N+](=O)[O-])c1 (stereo unspecified)	3	0	-1	4	1	0	2	0	-2	-5
Cc1cccc(NC(=O)c2ccc3c(=O)n4c(nc3c2)CCCCC4)n1	-7	4	-1	2	-9	3	-1	-7	2	-1
CCCCc1c(-c2ccccc2OC)ncn1Cc1ccccc1Cl	9	2	.	-6	3	1	-14	11	-1	0
CC#CC(=O)N1CCC(n2nccc2NC(=O)CCc2ccccc2)CC1	3	0	-2	0	2	1	0	-5	1	-9
Cc1ccc(-c2nn(-c3ccccc3)cc2C2CC(c3ccccc3)=NN2C(=O)CCC(=O)O)cc1 (stereo unspecified)	5	-5	-7	-5	3	-2	-4	1	12	1
CC(C)(C)C(=O)NC(=S)Nc1sc2c(c1C(N)=O)CCC2	-3	1	3	-6	-8	1	-2	-5	3	-3
Cc1coc2c1c(C)cc1oc(=O)c(CC(=O)NCC(=O)N[C@H](C(=O)O)C(C)C)c(C)c12	-3	-2	2	4	3	-7	4	-3	8	0
Clc1cc(Cl)c2nc(N3CCCC3)sc2c1	7	2	-9	-14	0	6	3	-6	8	1
O=C(COc1ccc2c(c1)CCC2)N1CCc2ccccc21	1	0	-11	-4	0	3	4	5	-1	1
CC(C)(C)S(=O)N1Cc2cc(C(=O)N3CCOCC3)nc(-c3cccc(Br)c3)c2[C@@H]1CCO (stereo partly specified)	-1	-3	.	-3	0	-5	-1	3	9	4
CC(C)(C)c1cc(NC(=O)C2(C)CCN2C(=O)c2ccccc2CCc2ccccc2)no1 (stereo unspecified)	11	0	.	1	-2	0	-3	2	5	-4
Cc1cc(C(=O)OCC(=O)N2CC(C)OC(C)C2)c2ccccc2n1 (stereo unspecified)	6	3	3	2	2	-1	-2	1	-2	1
COc1cccc(-n2c(C)n[nH]c2=O)c1	-1	3	3	2	0	2	5	14	1	2
C/C=C/C(=O)OCC(=O)Nc1ccc(F)cc1Cl	-1	-1	0	2	-8	3	-4	5	5	0
Cc1oc(-c2cccs2)nc1CS(=O)CC(=O)NCCCN1CC(C)CC(C)C1 (stereo unspecified)	5	1	0	0	1	-2	1	0	1	-1
CC(=O)NC1CC2CCCC(C1)N2C(=O)Nc1ccccc1C (stereo unspecified)	3	0	-4	-2	7	-1	5	3	-3	-4
CCOC(=O)CNC(=O)Cn1cnc2ccc(S(=O)(=O)N3CCC(C)CC3)cc2c1=O	1	-1	-2	4	0	8	4	3	0	-2
Cc1cc2cc(CNC(=O)CCC(=O)O)ccc2[nH]1	1	0	3	3	2	-1	1	1	-2	7
CCN(CC)S(=O)(=O)c1ccc2c(c1)oc(=O)n2CC(=O)N(C)C1CCCCC1	-1	2	0	1	-3	2	5	6	-3	2
COc1cccc2c3cccc(OC)c3c3[nH]cnc3c12	-10	0	2	-9	-3	5	-10	7	9	-1

Entries of single compounds, quoted from the list:
`Cc1cc(C(=O)OCC(=O)N2CC(C)OC(C)C2)c2ccccc2n1` (stereo unspecified) as listed: TCR-CD3 inh = 6; MBD2 inh = 3; HTRA1 inh = 3; GC-B act = 2; SIAE inh = 2; UHRF1 MBD2 ctr = -1; GC-A act = -2; ABHD4 inh = 1; rCAG binder = -2; PRMT1 inh = 1
`Cc1oc(-c2cccs2)nc1CS(=O)CC(=O)NCCCN1CC(C)CC(C)C1` (stereo unspecified) as listed: TCR-CD3 inh = 5; MBD2 inh = 1; HTRA1 inh = 0; GC-B act = 0; SIAE inh = 1; UHRF1 MBD2 ctr = -2; GC-A act = 1; ABHD4 inh = 0; rCAG binder = 1; PRMT1 inh = -1

Further results follow.
Molecule	TCR-CD3 inh	MBD2 inh	HTRA1 inh	GC-B act	SIAE inh	UHRF1 MBD2 ctr	GC-A act	ABHD4 inh	rCAG binder	PRMT1 inh
CC(=O)Nc1ccc(-c2csc(NC(=O)C3=COCCO3)n2)cc1	-7	0	-2	-2	-6	-4	-3	-1	8	1
CCCCNC(=O)CNC(=S)N(Cc1ccccc1)Cc1cccs1	0	-10	-10	-3	2	-2	1	2	-7	-3
COCCn1c(=S)[nH]c2cc(C(=O)NC(C)C)ccc2c1=O	1	0	-6	-7	-2	1	6	-1	-2	-1
C/C=C/c1ccc(OCC(=O)Nc2ccc(OC)c(OC)c2)c(OC)c1	3	-3	-8	3	-3	-3	6	1	-5	-4
O=C(NCc1ccco1)c1ccccc1-c1ccc(C(F)(F)F)cc1	-4	2	-3	-3	1	1	-5	-2	-4	-2
COC(=O)c1nnn(-c2ccccc2)c1N	3	2	4	3	-4	2	1	3	2	2
CCCSC1=C(C#N)C(c2cccs2)CC(=O)N1 (stereo unspecified)	4	1	-6	-4	10	-1	1	1	2	2
O=C(NC(=S)Nc1ccc(Cl)cn1)c1cccs1	-1	-2	-3	2	-1	1	0	1	2	-4
CCc1nc2ccccc2c(C(=O)NCc2ccc(OC)cc2)c1C	-4	-5	6	4	1	-1	-1	-5	-4	-11

Compound activity (PubChem)

An excerpt; count on the stated rates, not on these rows.
